PKM2 activator = increases activity of human pyruvate kinase M2. purified PKM2, Kinase-Glo ATP luminescence, activation; response scale: 0% is enzyme alone, no compound. Potency, µM (doses to about 57.5 µM), without a hit: at the highest dose activation, actives largely listed as activators. 260,000 tested, 0.34% active. AID 1631; also: potency is read from the fitted curve at half-maximal effect; % is scaled to controls: 0 for no effect and ±100 for the full control effect; nearly all actives have a fitted effect of over 55% in size
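Purified hPK-M2 (>95%) run at intermediate activity with 0.1 mM ADP and 0.5 mM PEP in 50 mM imidazole pH 7.2, KCl, MgCl2; 1 h room temperature. ATP formed read by Kinase-Glo luminescence; normalized to uninhibited and no-enzyme controls.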
KCNH2 WT inh = KCNH2 (human, wildtype) channel inhibition; Q12809; AID 720551; activity change, % at 1.84 µM; 340,000 tested, 0.37% active; U2OS, BacMam KCNH2, thallium flux FluxOr; hits give low values;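 active = maximum activity change below -70%; inconclusive = maximum activity change between -70% and -50%; inactive = maximum activity change above -50%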; also: % is scaled to controls: 0 for no effect and ±100 for the full control effect
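U2OS cells were transduced with wild-type KCNH2 virus (2.03 x 10^8 / mL) for 4 h at room temperature, then cultured overnight at 37 C. Thallium flux was read with FluxOr dye. Rate constants were normalized to DMSO controls.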
Giardia kill = Giardia lamblia killing; AID 540267; Giardia lamblia trophozoite viability; activity change, % at 7.66 µM, hits read low; 340,000 tested, 0.15% active; in the data active = activity change below about -80%; inconclusive = between about -30% and that limit;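 also: parasites exposed to compound for two days anaerobically before the ATP read; % is scaled to controls: 0 for no effect and ±100 for the full control effect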
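Luminescent ATP signal served as the viability read-out, measured 15-30 min after adding ATP detection reagent to trophozoites that had been incubated with compounds for 48 hrs at 37 deg C anaerobically at 100 cells/well.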
FBPA coupling cs = coupling enzyme interference in Giardia aldolase counter-screen; coupling enzyme system counterscreen, AmpLite Red fluorescence; activity change, negative = inhibition, % at 58.2 µM, hits read low; 290,000 tested, 0.67% active; AID 2472; in the data active = activity change below about -30%; also: % is scaled to controls: 0 for no effect and ±100 for the full control effect
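Final compound at 57.5 uM, incubated 10 min at RT with coupling enzyme reagent (glyceraldehyde-3-phosphate), then 20 min with substrate and AmpLite Red detection. Fluorescence read at 525/598 nm; tests interference with the coupling assay, not aldolase inhibition.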
GALK inhibitor = galactokinase (human) inhibition; P51570; Purified GALK, Kinase-Glo residual ATP luminescence; Potency, µM (top dose mostly 57.5 µM), without a hit: at the highest dose activity change, negative = inhibition, most hits filed as inhibitors; 270,000 tested, 0.007% active; also: potency is read from the fitted curve at half-maximal effect; % is scaled to controls: 0 for no effect and ±100 for the full control effect
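Quantitative HTS: GALK 5 nM, ATP 35 uM, galactose 100 uM, 1 h room temperature, then luciferase-based ATP detection.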
KCNH2 3.1 inh = inhibitors of human KCNH2 3.1 potassium channel isoform; U2OS KCNH2 3.1, thallium flux FluxOr; hits give low values; 340,000 tested, 0.95% active; activity change, % (tested at about 1.8 µM); AID 720553;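 active = maximum activity change below -70%; inconclusive = maximum activity change from -70% to -50%; inactive = maximum activity change above -50%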;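 also: thallium influx rate constant from kinetic fluorescence after stimulation buffer; % is scaled to controls: 0 for no effect and ±100 for the full control effect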
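Measured as rate of thallium-driven FluxOr signal in transduced U2OS cells carrying the 3.1 channel, read kinetically for 2 min upon stimulation; values are rate constants scaled to DMSO control wells.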
B2AR arrestin = agonists driving beta-arrestin recruitment to human beta2-adrenergic receptor; Potency, µM (series often up to 46.1 µM), for inactives: top-dose activation, most hits filed as activators; AID 492947; beta-arrestin recruitment to beta2AR, cell-based reporter; 330,000 tested, 0.02% active;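 also: potency is read from the fitted curve at half-maximal effect; 0% = DMSO controls and full agonism = EC100 isoproterenol or metaproterenol; nearly all actives have a fitted effect of over 65% in size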
TRPV1 ag = activates the human vanilloid receptor TRPV1 | Q8NER1 | TRPV1-expressing cells, Fluo-8 calcium influx, agonist mode | activation, % at 8.33 µM | 320,000 tested, 0.19% active; in the data active = activation above about 80%; inconclusive = between about 30% and that limit; also: 0% is about no effect
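TRPV1-expressing cells were cultured overnight at 35.5C and loaded with Fluo-8 calcium dye for 40 to 90 min at room temperature. After a 10 s baseline, compound was added and calcium influx was read kinetically for 3 min (ex 480/em 520 nm).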
USP2a inh = inhibitors of human ubiquitin-specific protease USP2a; 330,000 tested, 0.01% active; O75604; Potency, µM (highest dose often 38.3 µM), for the others: at the highest dose activity change, negative = inhibition, hits mostly inhibitors; AID 463254; USP2 core, Ub-CHOP2 coupled fluorogenic reporter, 485/531;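 also: potency is read from the fitted curve at half-maximal effect; plate controls were DMSO wells for no effect and full inhibition by NEM control for full effect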
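USP2 core (10nM final) preincubated 30min RT with compound in 20mM Tris-HCl pH 8.0, 2mM CaCl2, 2mM beta-mercaptoethanol, 0.05% CHAPS; 25nM Ub-CHOP2 plus 25nM reporter substrate added, fluorescence (Ex485/Em531) read after 60min.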
MLL CXXC-DNA inh = MLL CXXC-DNA interaction inhibition. Q03164. MLL-CXXC / FITC-HOXA9 DNA fluorescence polarization. Potency, µM (highest dose often 115 µM), inactives show at the top dose activity change, negative = inhibition, usual class: inhibitors. 290,000 tested, 0.037% active. AID 2662; active = well fitted inhibition curve with a large enough effect in the polarisation, with a control signal flat, not every such curve was filed as active; inconclusive = small, poorly fitted or top-dose-only effect, or effect the other way, or a change in a side signal; inactive = no such curve, though single readings can be large or run the other way; the % refers to the polarisation; also: potency is read from the fitted curve at half-maximal effect
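Steps: dispense CXXC domain solution (7 uM) → pin compounds or unlabeled HOX-A9 DNA control → 5 min ambient → add FLSN-HOX-A9 solution (50 nM) → spin → 30 min ambient → fluorescence polarization. Tris pH 7.5/NaCl/DTT/BSA buffer.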
Menin-MLL TR inh = menin-MLL binding inhibition, Texas Red mutant peptide | O00255 | Menin + Texas Red MLL mutant peptide, fluorescence polarization | Potency, µM (doses to about 61.6 µM), for the others: at the highest dose FP activity change, negative = inhibition, hits mostly inhibitors | 270,000 tested, 0.23% active; active = well fitted inhibition curve with a large enough effect in the polarisation, with a control signal flat, not every such curve was filed as active; inconclusive = small, poorly fitted or top-dose-only effect, or effect the other way, or a change in a side signal; inactive = no such curve, though single readings can be large or run the other way; the % refers to the polarisation; also: potency is read from the fitted curve at half-maximal effect; % of control where 0% means no effect; many of its hits are not listed in these tables
The depositor's hits bear a star; i = inactive; ? = inconclusive; . = no result given; [ ] = another dose, or the depositor's remark. Unless noted, calls follow the shape of the dose curve; as a rule, active = well fitted curve in the direction sought with a large enough effect; inconclusive = small, poorly fitted or top-dose-only effect, or another doubt; inactive = no such curve, though single readings can be large; an effect the other way counts as inactive or inconclusive.

Order of results – PKM2 activator	KCNH2 WT inh	Giardia kill	FBPA coupling cs	GALK inhibitor	KCNH2 3.1 inh	B2AR arrestin	TRPV1 ag	USP2a inh	MLL CXXC-DNA inh	Menin-MLL TR inh
> C=CCNc1cc(C)oc(=O)c1C(=O)CCC
 : -5%	-3	15	1	4%	15	0.2%	-3	-8%	-9%	1%
> O=C(Cc1ccc(Cl)cc1)NNC(=O)Nc1cccc2ccccc12
 : 0%	-5	-3	6	.	18	0.4%	0	-1%	40%[activator]	?
> O=C(COC(=O)c1cccnc1Cl)NC1CCCCCC1
 : .	-2	12	.	.	-25	-0.2%	.	2%	.	.
> O=C(c1cnn(Cc2ccccc2)c1)N1CCN(S(=O)(=O)/C=C/c2ccccc2)CC1
 : .	1	7	.	.	-6	-0.7%	17	-9%	.	.
> CC(C)(C)C(=O)Nc1ccc(C(=O)NCc2cccnc2)cc1
 : 14%	6	-10	4	2%	6	.	-1	.	-3%	-1%
> CCN(CC)C1=N/C(=C\c2ccc(OC)cc2)C(=O)N1c1ccccc1
 : 0%	-7	5	-8	.	-4	-0.3%	1	1%	-3%	3%
> Cc1ccc(NC(=O)c2sc(N)nc2C)cc1
 : .	-5	-10	0	2%	1	-0.7%	?	0%	40%[activator]	22%
> COc1ccc(NC(=O)CSc2nnc(N)n2CC(=O)Nc2ccc(OC)cc2)cc1
 : 3%	5	-11	1	0%	-3	0.1%	2	1%	8%	-2%
> Nc1cc(C(=O)OCC(=O)NNC(=O)c2ccccc2F)ccc1Cl
 : .	-9	16	.	.	1	0.1%	.	1%	.	.
> CCc1ccc(NC(=O)CCc2c(C)nn(-c3ccc(N4CCOCC4)nn3)c2C)cc1
 : .	-5	-8	.	-6%	-16	0.2%	-3	2%	25%	.
> O=C(c1coc2ccccc2c1=O)N1CCN(c2cccc(C(F)(F)F)c2)CC1
 : -6%	4	-2	3	3%	-12	0.3%	27	-1%	-12%	-7%
> CCCN(CCC)S(=O)(=O)c1ccc(C(=O)NNC(=O)c2cc(OC)c(OC)c(OC)c2)cc1
 : -3%	-8	-2	4	.	12	-0.4%	1	2%	-7%	.
> CCOC(=O)CNC(=S)N(Cc1ccccc1)Cc1cccnc1
 : -1%	-7	-7	2	8%	2	-0.4%	1	2%	14%	-7%
> CCN(Cc1ccncc1)C(=O)c1cc(COc2c(F)cccc2F)on1
 : .	-3	-18	0	2%	0	-0.1%	9	0%	15%	4%
> O=C(c1ccccc1)C1CCN(CC(=O)N2CCN(c3ccccc3)CC2)CC1
 : -2%	-4	-5	-1	11%	4	-0.1%	2	2%	1%	?
> COC(=O)c1nnn(-c2nonc2N)c1CSc1ccccn1
 : 0%	26	1	-4	3%	11	-0.7%	-2	?	-2%	10%
> CC(=O)N1CCCc2ccc(NS(=O)(=O)c3ccccc3)cc21
 : .	-3	32[activator]	.	.	0	0.4%	-2	0%	.	.
> OCCN(CCO)CC(O)CN(c1ccccc1)c1ccccc1 (stereo not given)
 : -6%	8	-14	0	0%	-3	4.7%	-5	0%	1%	.
> CCCC(NC(=O)c1ccco1)c1nc2ccccc2[nH]1 (stereo not given)
 : 6%	1	17	-1	.	10	-0.9%	3	2%	2%	-8%
> O=C(Nc1ccccc1)Nc1ccc(Oc2ncnc3cc(Cl)ccc23)nc1
 : -8%	-4	12	-1	3%	4	-0.2%	1	-3%	5%	.
> Cc1cc(OCC(=O)Nc2ccccn2)c2c(C)c(C)c(=O)oc2c1
 : .	18	-11	2	9%	-2	0.0%	0	-2%	13%	15%
> CCn1c(=O)c(C(=O)NNC(=O)c2ccc(Cl)cc2Cl)c(O)c2ccccc21
 : 3%	-4	0	1	0%	-2	-0.2%	5	-1%	-1%	?
> C=C(C)CSc1nc2ccccc2c(=O)n1-c1c(C)n(C)n(-c2ccccc2)c1=O
 : 0%	4	6	2	-1%	4	-1.1%	1	3%	7%	-15%
> CCc1nnc(NC(=O)CN2CCN(c3cccc(OC)c3)CC2)s1
 : -15%	3	?	2	2%	-2	0.5%	-1	1%	-7%	-6%
> NC(=O)c1ccc(C(F)(F)F)n(Cc2ccccc2Cl)c1=O
 : -3%	2	2	-1	-3%	-3	0.1%	?	-5%	-4%	19%
> C=C(C)COc1ccc(-c2[nH]ncc2-c2ccccc2OC)c(O)c1
 : 5%	1	1	-5	3%	-11	-0.7%	0	0%	1%	?
> COc1ccc(NC(=O)c2ccccc2[N+](=O)[O-])cc1
 : -5%	-4	3	0	2%	3	-0.9%	6	0%	6%	-5%
> CNC(=S)N/N=C(\C)c1cccc(C(F)(F)F)c1
 : 8%	3	-19	1	12%	25	?	20	2%	5%	3%
> Cc1ccc(NC(=O)c2cc(C)n(-c3ccccc3)c2C)cc1
 : 1%	-9	?	-20	-2%	-10	-0.2%	?	1%	0%	-14%
> CSc1ccc(/C=C/C(=O)N2CCN(c3ccccn3)CC2)cc1
 : 7%	-2	-9	.	-9%	0	-0.5%	24	1%	150%[activator]	.
> Cc1cc(NC(=O)C2CC(=O)N(c3cccc(C)c3C)C2)no1 (stereo not given)
 : .	1	-20	-1	5%	-4	0.8%	-1	2%	-5%	-4%
> CCN1CCN(C(c2cccs2)C(C)NC(=O)c2cccc(OC)c2)CC1 (stereo not given)
 : 0%	4	-17	4	.	-13	-0.1%	1	2%	.	-4%
> COc1ccc(NC(=O)CC(NCc2ccccn2)C(=O)O)cc1 (stereo not given)
 : -1%	i	-13	-1	4%	6	0.0%	-3	1%	-1%	-9%
> CCC(C(=O)NCc1ccccc1OC)n1nc(C)n2c(cc3occc32)c1=O (stereo not given)
 : 17%	-3	-16	2	3%	-22	-0.3%	-9	?	13%	1%
> Cc1ccccc1C(=O)Nc1nnc(SC(C)C)s1
 : 0%	0	-12	2	0%	-1	-0.6%	21	9%	5%	12%
> O=C(O)CCC(=O)Nc1ccc(-c2nnc(-c3ccco3)o2)cc1
 : ?	-2	-4	6	0%	1	0.5%	.	1%	-1%	-5%[11.7 µM]
> Cc1ccc2c(c1)C1CN(C)CCC1N2S(=O)(=O)c1ccc(C(C)C)cc1 (stereo not given)
 : .	1	-3	.	.	-11	0.5%	5	-2%	.	.
> COc1ccc(OCC(O)CNC(=O)c2ccc(Br)cc2)cc1 (stereo not given)
 : -8%	-4	3	7	0%	4	0.1%	11	0%	8%	-14%
> CCCCN(C)CCNC(=O)c1ccc(Cn2c(=S)[nH]c3ccc(Br)cc3c2=O)cc1
 : -12%	-3	-1	5	-1%	26	0.3%	7	-1%	24%	-12%
> CC1Cc2cc(S(=O)(=O)N3CCC(C(N)=O)CC3)ccc2N1C(=O)C1CC1 (stereo not given)
 : .	-8	17	0	6%	10	0.2%	-8	3%	1%	10%
> Cc1cc(C(=O)COC(=O)/C=C/c2cccc(Br)c2)c(C)n1C
 : .	-3	5	.	.	-19	-0.3%	-2	1%	.	.
> CSc1ccccc1N=CC1=C(O)CC(C)(C)CC1=O
 : 4%	10	-15	0	-3%	-4	-0.1%	12	2%	4%	-1%
> CC(=O)N1CCN(c2ccc([N+](=O)[O-])c(NCc3cccnc3)c2)CC1
 : 29%	-8	-5	-1	2%	-38	0.0%	-6	0%	24%	-3%
> COc1cccc(NC(=O)NC2CCN(Cc3nnnn3Cc3ccc(F)cc3)CC2)c1
 : 2%	3	-12	8	1%	-27	-0.2%	17	2%	4%	-1%
> COc1ccccc1/C=C/C=N/NC(=O)CCC1C(=O)NN=C1C (stereo not given)
 : 4%	-2	-20	-3	-1%	30	1.0%	-4	-2%	10%	3%
> CCOCCCNC(=O)C(NC(=O)CNC(C)=O)c1ccc(C)cc1 (stereo not given)
 : -12%	0	-9	3	1%	2	-0.1%	1	1%	5%	.
> O=S(=O)(c1ccc2ccccc2c1)N1CCN(C(=S)Nc2ccccc2F)CC1
 : 3%	2	-7	5	.	4	-0.4%	2	-8%	5%	.

Screening data (PubChem)

A portion of the library (hit frequency here may not be typical).
